# dFosB activator – activators of delta FosB homodimer, primary screen, biochemical, fluorescence polarization, TAMRA-CDK5 oligo, single point | Protein FosB (Mus musculus), P13346 | purified delta FosB; percent of positive-control signal above neutral wells | activation, % at 25 µM | actives 0.99% (n = 340,000) | AID 493131, 2011;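 active = mean activation above about 17%, with every replicate also reaching it, limit read from the data, passing the limit was not always enough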;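 note: fluorescence polarization rise as delta FosB binds a TAMRA Cdk5 AP-1 oligo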
# Target sequence (P13346 whole entry, looked up): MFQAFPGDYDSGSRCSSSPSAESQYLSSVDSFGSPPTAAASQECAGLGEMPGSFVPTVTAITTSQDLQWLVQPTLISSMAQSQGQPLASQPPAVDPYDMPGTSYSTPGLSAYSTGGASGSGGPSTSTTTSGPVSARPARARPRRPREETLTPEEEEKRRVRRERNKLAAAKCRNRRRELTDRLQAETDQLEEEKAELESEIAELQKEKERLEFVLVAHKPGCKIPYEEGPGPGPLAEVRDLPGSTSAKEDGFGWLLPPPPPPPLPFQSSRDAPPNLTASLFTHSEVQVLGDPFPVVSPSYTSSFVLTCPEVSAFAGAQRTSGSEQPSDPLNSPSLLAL
# CDK5 inh – inhibitors of human CDK5/p35 kinase, primary screen, biochemical, single concentration. Recombinant CDK5/p35, ADP-Glo luminescence, 60 min. inhibition, % at 10 µM. actives 0.01% (n = 330,000). AID 488839, 2010;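 active = highest replicate inhibition of at least 50% and at least 75% of replicates reaching 50%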;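 note: plate controls were DMSO neutral control for no effect and GW8510 at 10 µM for full effect; many of its hits are not listed in these tables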
# Target sequence (Q00535 whole entry, looked up): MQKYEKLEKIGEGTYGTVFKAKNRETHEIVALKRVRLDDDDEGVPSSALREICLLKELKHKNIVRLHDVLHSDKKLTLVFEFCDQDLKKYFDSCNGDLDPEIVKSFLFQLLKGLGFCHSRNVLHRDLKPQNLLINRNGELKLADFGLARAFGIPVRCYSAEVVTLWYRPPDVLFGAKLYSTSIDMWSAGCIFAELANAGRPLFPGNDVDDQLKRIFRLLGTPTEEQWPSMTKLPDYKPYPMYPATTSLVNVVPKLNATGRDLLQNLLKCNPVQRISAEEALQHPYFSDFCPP
# Target sequence (Q15078 whole entry, looked up): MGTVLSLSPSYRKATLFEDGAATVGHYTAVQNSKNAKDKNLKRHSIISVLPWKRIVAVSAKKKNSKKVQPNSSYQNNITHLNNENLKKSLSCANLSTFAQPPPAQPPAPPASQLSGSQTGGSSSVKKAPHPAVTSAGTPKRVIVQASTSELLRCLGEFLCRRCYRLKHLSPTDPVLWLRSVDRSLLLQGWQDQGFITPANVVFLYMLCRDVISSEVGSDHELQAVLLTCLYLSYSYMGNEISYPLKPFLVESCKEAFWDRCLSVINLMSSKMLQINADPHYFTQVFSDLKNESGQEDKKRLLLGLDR
# MITF TRPM1 HTS – activators of MITF-driven TRPM1 promoter reporter, primary screen, cell-based, SK-MEL-5, luciferase, single point | SK-MEL-5 TRPM1-promoter luciferase, 24 h; % of positive control, neutral wells = 0 | activation, % at 12.5 µM | actives 0.75% (n = 300,000);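 active = mean activation of at least 80% with every replicate also reaching 80%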;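 note: 0% = neutral control wells and 100% = parthenolide positive control wells; values of inactives mirror those of a sister screen read the other way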
# cardiac RTF act – cardiac RTF calcium sensitivity activators, primary screen, biochemical, IANBD-TnC fluorescence, EC20 calcium; IANBD-labeled TnC RTF fluorescence at EC20 calcium; 0% EC20 calcium, 100% full calcium; activation, % at 7.2 µM; actives 0.24% (n = 340,000); AID 493008, 2010; Troponin I, cardiac muscle (Homo sapiens) + Troponin T, cardiac muscle (Homo sapiens) + …;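 active = activation above the mean over all tested compounds plus 3 SD, cut at about 30% in these data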;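 note: rise in fluorescence read as greater calcium sensitivity of cardiac thin filaments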
# SR-BI DiI inh – inhibitors of SR-BI mediated HDL lipid uptake, primary screen, ldlA[mSR-BI] cells, fluorescence, single point | ldlA[mSR-BI] CHO cells, DiI-HDL uptake fluorescence, 3 h | actives 0.96% (n = 320,000) | inhibition, % at 12.5 µM | AID 488896, 2010 | Scavenger receptor class B member 1 (Mus musculus), Q61009;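 active = mean replicate inhibition of at least 70% and a set share of replicates each scoring 70 or more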;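 note: 0% = median of neutral control wells and 100% = median of positive control wells; values of inactives mirror those of a sister screen read the other way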
# PvdQ acylase – P. aeruginosa PvdQ acylase inhibitors, primary screen, biochemical, fluorescence, plate reader and imaging, single point; PvdQ acylase [Pseudomonas aeruginosa LESB58]; purified PvdQ acylase; inhibition, % at 10 µM; actives 0.063% (n = 340,000); in the data active = inhibition above about 30%, passing the limit was not always enough;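 note: 0% = vehicle neutral wells and 100% = reference inhibitor wells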
# Rtt109 HAT inh – inhibitors of C. albicans Rtt109/Vps75 HAT, primary screen, biochemical, ThioGlo CoA-SH fluorescence, plate reader; Histone acetyltransferase RTT109 (Candida albicans (strain SC5314 / ATCC MYA-2876)), …; purified Rtt109/Vps75, 4 h; inhibition, % at 34.9 µM; actives 0.16% (n = 330,000); AID 540336, 2011;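 active = inhibition of at least 50% in every replicate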
# Wnt act – Wnt/beta-catenin pathway activators, primary screen, cell-based, plate reader, single point. actives 1.2% (n = 300,000). Wnt/beta-catenin reporter cell assay, activator. activation, % at 9.35 µM; in the data active = activation above about 30%, passing the limit was not always enough;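 note: 0% = neutral control wells and 100% = positive control wells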
# SR-BI uptake up – activators of SR-BI mediated DiI-HDL uptake, primary screen, ldlA[mSR-BI] CHO cells, DiI fluorescence; 3 h; 100 = double the neutral-control signal; activation, % at 12.5 µM; actives 0.096% (n = 320,000);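 active = mean replicate activation of at least 60% and every replicate at or above 60%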;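 note: 0% = median plate neutral-control signal and 100% = twice that signal; values of inactives mirror those of a sister screen read the other way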
#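 system = CHO ldlA[mSR-BI] cells, LDL receptor-null, SR-BI overexpressing | medium = Ham's F12 with 0.5% BSA, HEPES 25 mM, pH 7.4 | probe or stimulus = DiI-HDL 10 µg/mL | compound dosing = single-point compound dose | incubation = compound exposure 3 h, 37 °C | technique = DiI fluorescence, bottom read | read-out = cell-associated DiI fluorescence as measure of HDL uptake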
# HTR5A ag ctr – HTR5A agonists in luminescence cell assay, primary screen, counter-screen for OPRM1-OPRD1 heterodimer agonist project, full-deck HTS | AID 504692, 2011 | actives 0.61% (n = 340,000) | 5-hydroxytryptamine receptor 5A (Homo sapiens), P47898 | activation, % at 9.3 µM | cell-based; in the data active = activation mostly above about 9.5%, no sharp cut-off; inactive = mostly below about 7.6%;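 note: 0% = cells with vehicle only and 100% = reference agonist; strong numbers were not always called active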
# Starred values were filed as active, the others as inactive; nt = no result given. Hits appear at their usual frequency, and some 4.4% of all compounds hit somewhere here.
SMILES,dFosB activator,CDK5 inh,MITF TRPM1 HTS,cardiac RTF act,SR-BI DiI inh,PvdQ acylase,Rtt109 HAT inh,Wnt act,SR-BI uptake up,HTR5A ag ctr
COc1ccc(C(=O)NC2(C(F)(F)F)C(=O)Nc3c2c(=O)[nH]c(=O)n3CCc2ccc(OC)c(OC)c2)cc1 (stereo unspecified),-7,-0.5,nt,0,-9,-14,-2,nt,9,-2
O=C(NCCC1CCCCN1S(=O)(=O)c1ccc(F)cc1)C(=O)NC1CC1 (stereo unspecified),-8,0.7,-8,2,-19,-4,-7,1,19,-1
CCOc1ccc2c(c1)nc(SCC(=O)c1cccs1)n2C,-9,-0.4,17,7,11,-4,-7,nt,-11,-3
O=C(CSc1nc2c(c(=O)[nH]1)CCC2)Nc1cccc(Cl)c1,5,0.7,-4,9,-4,8,19,1,4,2
Cc1ccnc(NS(=O)(=O)c2ccc(NC(=O)Cc3cccs3)cc2)n1,-10,-1.1,4,-1,-3,-12,14,nt,3,5
O=C(O)c1cc(NCc2c(F)cccc2Cl)ccc1N1CCOCC1,-10,1.3,-13,4,0,11,-1,nt,0,-2
O=C(CNC(=O)C12CC3CC(CC(C3)C1)C2)OCc1cc(=O)n2cc(Br)ccc2n1,-7,-1.8,4,-1,-12,-5,0,0,12,3
CCOC(=O)c1cc(NC(=O)N(CC)C2CCCCC2)c(C)nc1C,0,-0.5,-2,-3,77*,-9,-7,-3,-77,1
COc1ccc(S(=O)(=O)N(C)C[C@H]2Oc3ccc(NC(=O)C4CC4)cc3C(=O)N([C@H](C)CO)C[C@@H]2C)cc1,2,-1.4,2,2,6,0,8,4,-6,2
COCCn1c(SCc2csc(-c3ccccc3)n2)nc2ccccc21,-13,0.8,-11,-2,-10,-21,0,-4,10,-1
O=C(Nc1cccc(C(F)(F)F)c1)c1cccc(NS(=O)(=O)c2ccc(Br)c(C(=O)O)c2)c1,-5,2.4,-9,-3,-11,-3,9,-2,11,9
Cc1cccc(N(Cc2cc3ccc(C)cc3[nH]c2=O)C(=O)c2ccco2)c1,3,5.1,7,5,12,8,1,-4,-12,0
COc1cccc(NC(=O)CNCc2ccccc2)c1,0,1.0,nt,-2,1,-22,9,2,-1,1
CCN(CC)C(=O)COc1ccc(-c2ccccc2)cc1,-6,2.6,48,13,17,-10,3,nt,-17,-1
CCOc1ccc(CNC(=O)CCc2cn(C)c3ccccc23)cc1OC,2,0.1,4,6,-20,-17,-6,-1,20,-2
CSc1cc(-c2ccccc2)n(C)c(=O)c1C#N,-4,0.3,11,3,37,-2,1,0,-37,0
O=C(N/N=C\C=C\c1ccco1)c1cc(-c2ccc3ccccc3c2)n[nH]1,-9,0.4,57,-2,25,-12,-4,57*,-25,5
CC(C)(C)C(=O)Nc1ccc(-c2cn3ccsc3n2)cc1,-6,-0.7,nt,2,7,-9,-2,nt,-7,0
Nc1cc(C(=O)OCC(=O)NC(c2ccccc2)c2ccccc2)ccc1Cl,2,1.2,2,-2,nt,-5,-8,nt,nt,-4
CCN(CC)S(=O)(=O)c1ccc(N2CCN(CCO)CC2)nc1,9,-1.6,-2,-3,-15,-8,1,-1,15,1
COc1cc2cc(CN(CCO)S(=O)(=O)c3ccccc3)c(=O)[nH]c2cc1OC,4,-1.4,nt,4,36,-14,-2,nt,-36,0
CN(C)S(=O)(=O)c1ccc(N2CCCC2)c(C(=O)Nc2ccc(Br)cc2F)c1,11,-1.5,1,-1,-15,10,-6,-4,15,1
CCOc1ccc2nc(N=NC3=C(O)CC(C)(C)CC3=O)sc2c1,-2,-3.2,-33,0,1,-10,1,-1,-1,-4
Cc1cccc2c1cnn2C(=O)CCC(=O)N1CC(C)CC(C)C1 (stereo unspecified),-7,-0.4,nt,1,-7,-7,16,-2,7,-1
COCCCn1c(SCC(=O)N2CCCC(C)C2)nnc1-c1ccco1 (stereo unspecified),2,-1.5,6,1,-22,-16,2,-4,22,4
FC(F)(F)c1ccccc1NC(=S)N1CCCC1,0,-0.8,2,4,-9,-8,-10,2,9,6
CCC(=O)NC(Nc1nc2ccc(C)cc2s1)(C(=O)OC)C(F)(F)F (stereo unspecified),-11,-0.8,5,3,-7,-13,3,1,7,6
CCOC(=O)CNC(=O)CCc1nnc2ccc(N3CCC(C)CC3)nn12,-9,0.9,1,4,-2,-13,-4,0,2,3
O=C(COC(=O)c1ccc(Cl)nc1)Nc1cc(S(=O)(=O)N2CCOCC2)ccc1Cl,2,-2.3,-9,-1,7,3,13,-4,-7,-2
CCC(C)(C(=O)NC1CCCCC1)N(Cc1cccs1)C(=O)Cc1cccs1 (stereo unspecified),-12,-0.6,nt,11,-5,-6,1,nt,5,-4
Cc1ccnc(NC(=O)C2CCCN(S(=O)(=O)c3ccc4[nH]c(=O)ccc4c3)C2)c1 (stereo unspecified),-7,-0.3,0,2,-15,-4,-4,-1,15,4
COc1ccccc1Oc1ccc(N/C=C2/CCCC2=O)cc1,-17,0.0,13,-8,24,-14,3,-2,-24,2
Cc1ccc(CCNC(=O)C2CCC(=O)N(Cc3ccccc3F)C2)o1 (stereo unspecified),-3,-1.3,25,0,-3,-2,-3,17,3,1
Clc1cc(Cl)cc(CN2CCSCC2)c1,0,-1.5,-3,-2,-12,-9,-3,2,12,2
COc1cccc(NC(=O)Cc2nnc(SCC(=O)NC(C)c3ccccc3)n2C)c1 (stereo unspecified),-4,-4.5,4,0,12,-12,-4,-4,-12,-3
COc1ccc(-c2nn(-c3ccccc3)cc2/C=N/Nc2ccc(S(N)(=O)=O)cc2[N+](=O)[O-])cc1OC,0,0.0,-17,5,79*,7,8,-5,-79,-5
CCCc1nnc(NC(=O)CCS(=O)(=O)Cc2ccccc2)s1,2,-0.5,2,-9,-13,-3,6,2,13,8
CC(=O)c1cnc2cc(-c3ccccc3)nn2c1C,-5,0.8,36,-2,14,-4,-7,nt,-14,3
COc1ccc(C(c2c(C)n(C)n(-c3ccccc3)c2=O)c2c(C)n(C)n(-c3ccccc3)c2=O)cc1,-3,-7.4,nt,3,3,-10,-7,-1,-3,1
CO/N=C/c1c(-c2ccc(Cl)cc2)nc2cc(C)ccn12,-4,1.4,29,-4,48,2,-4,1,-48,1
CC(=O)OC1CSC2c3ccccc3C(=O)N2Cc2sccc21 (stereo unspecified),-9,0.7,-3,-3,-12,6,23,-1,12,1
CCc1ccc(C(=O)OCC(=O)NCC(F)(F)F)cc1,-1,-1.2,-16,3,-11,9,-1,-1,11,1
COCc1nnc(NC(=O)CCc2ccc(OC)cc2)s1,-4,1.5,nt,-1,14,-18,-2,0,-14,-3
CC(C)(C)C(=O)Nc1c2c(nn1-c1cccc(Cl)c1)CS(=O)(=O)C2,-6,1.0,6,4,-9,-7,4,-2,9,-1
Cc1nn(-c2ccccc2)c(N)c1C(O)(C(F)(F)F)C(F)(F)F,-3,1.4,10,0,-21,4,-1,-4,21,3
CN(C)CCN[C@H]1CCC2C3CC=C4C[C@@H](O)CC[C@]4(C)C3CC[C@@]21C (stereo partly specified),-11,-2.0,-29,-1,-11,-8,-1,-3,11,-1
CCc1cc(=O)oc2cc(C)cc(OC(C)C(=O)NC3CC(C)(C)NC(C)(C)C3)c12 (stereo unspecified),-4,-2.7,10,-3,-48,11,7,-2,48,-6
COC(=O)C1NN=C(C(=O)c2ccc(Br)cc2)C1c1cccc(Br)c1 (stereo unspecified),-4,0.8,6,-1,-1,3,2,9,1,0
CC(Oc1cc2oc(=O)c3c(c2cc1Cl)CCCC3)C(=O)NCc1cccnc1 (stereo unspecified),-21,0.9,-6,5,10,-7,2,-3,-10,-6
COc1ccccc1NC(=O)CCn1c(=O)c2cccn2c2ccccc21,-7,-6.4,4,-2,68,-16,-1,2,-68,1
# (more compounds)
SMILES,dFosB activator,CDK5 inh,MITF TRPM1 HTS,cardiac RTF act,SR-BI DiI inh,PvdQ acylase,Rtt109 HAT inh,Wnt act,SR-BI uptake up,HTR5A ag ctr
CCOc1ccc(C2/C(=C(/O)c3ccc(F)cc3)C(=O)C(=O)N2CCCN(C)C)cc1 (stereo unspecified),6,-1.8,nt,-1,-9,-15,-7,nt,9,2
Cc1ccc(C23CC4CC(CC(NC(=O)N5CCN(C)CC5)(C4)C2)C3)cc1,5,-0.2,nt,0,-4,-17,-3,-1,4,2
Cc1n[nH]c(C)c1S(=O)(=O)N1CCCC(C(=O)NCc2ccccc2Cl)C1 (stereo unspecified),-4,-1.4,-8,12,6,-12,0,-4,-6,-2
CC(=O)N(CCC(Cc1ccccc1)c1ccc2c(c1)OCO2)Cc1ccc(Cl)cc1 (stereo unspecified),-3,-3.4,-12,5,6,-17,11,1,9,8
O=C(NCC(=O)N1CCN(c2ccccn2)CC1)c1ccc(Br)o1,-5,1.3,-1,0,-11,-15,-8,0,11,3
COc1cccc(C(=O)Nc2cc3c4c(c2)CC(=O)N4CCC3)c1,1,-1.9,29,-2,46,-7,2,0,-46,3
CC(=O)Oc1ccc2c(=O)c(/C=N/c3cc(=O)[nH]c(=S)[nH]3)coc2c1,-10,-2.5,-4,3,nt,-8,-10,4,nt,1
Cc1cccc(C(=O)NCC(=O)N2CCN(c3ccc(Cl)cc3)CC2)c1,-9,-1.0,-6,2,6,12,1,-1,-6,4
Cc1ccc(OCCN2CCN(c3ncnc4sc(C)c(C)c34)CC2)cc1,-7,-1.7,nt,-6,-2,-6,7,nt,2,8
O=C(OCC#CCSc1nnc(-c2cccc3ccccc23)o1)c1ccc(F)cc1,-13,-0.6,17,-6,5,-14,0,1,-5,-1
Cc1c(NS(=O)(=O)c2ccc([N+](=O)[O-])cc2)c(=O)n(-c2ccccc2)n1C,-8,0.6,nt,-6,1,-11,-5,-3,-1,4
COc1ccccc1C(=O)Nc1ccc2c(c1)CN(C(=O)CSC)CC2,-7,0.1,3,1,37,4,3,2,-37,4

# Pulled by compound from the entries so far (two):
SMILES,dFosB activator,CDK5 inh,MITF TRPM1 HTS,cardiac RTF act,SR-BI DiI inh,PvdQ acylase,Rtt109 HAT inh,Wnt act,SR-BI uptake up,HTR5A ag ctr
CC(=O)N(CCC(Cc1ccccc1)c1ccc2c(c1)OCO2)Cc1ccc(Cl)cc1 (stereo unspecified),-3,-3.4,-12,5,6,-17,11,1,9,8
CC(Oc1cc2oc(=O)c3c(c2cc1Cl)CCCC3)C(=O)NCc1cccnc1 (stereo unspecified),-21,0.9,-6,5,10,-7,2,-3,-10,-6
